# NR5A2 inv ag – LRH-1 (NR5A2) inverse agonists, primary screen, cell-based, luminescence, HEK293T, StAR-luciferase reporter. Nuclear receptor subfamily 5 group A member 2 (Homo sapiens), O00482. LRH-1 transfected, 24 h. inhibition, % at 3.6 µM. actives 0.13% (n = 360,000). AID 602396, 2012;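 active = inhibition above the mean inhibition of all tested compounds plus 3 SD, cut at about 73% in these data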;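 also: 0% = DMSO wells and 100% = reporter-only cells lacking LRH-1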
# KKLEB cytotox – cytotoxicity in KKLEB CF airway cells, primary screen, cytotoxicity control for CF NF-kB inhibitor project, cell-based, uHTS, fluorescence assay plates | KKLEB CF airway cells viability, ATPlite luminescence, overnight; active compounds read low; cells stimulated with P. aeruginosa culture filtrate | activity change (cytotoxicity), % at 5 µM | actives 0.36% (n = 360,000);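 active = corrected activity change at or below -50% at 5 µM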
# C8 TRAIL sens – viability loss with TRAIL in NB7+C8 cells, primary screen, TRAIL sensitizer project, cell-based, ATPlite luminescence; inhibition (viability loss, TRAIL sensitization), % at 10 µM; actives 1% (n = 360,000);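 active = compounds causing at least 50% loss of cell viability in the single-dose screen, relative to plate controls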
# TROY signal inh – inhibitors of TROY-driven NF-kB signaling, primary screen, Q293 LMP1-TROYcd cells, NF-kB luciferase, uHTS; actives 0.98% (n = 360,000); inhibition, % at 10 µM; Q293 LMP1-TROYcd NF-kB luciferase reporter, 4 h; AID 1347056, 2019;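 active = compounds whose plate-normalised and pattern-corrected inhibition of the luciferase reporter signal at the single screening dose is 50% or more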
# CF NFkB block – inhibitors of PAF-induced NF-kB signaling, primary screen, cell-based, GFP fluorescence, uHTS | KKLEB NF-kB-GFP reporter, GFP fluorescence overnight | inhibition, % at 5 µM | actives 0.86% (n = 360,000) | AID 588850, 2011;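 active = at least 50% inhibition at 5 µM, scaled per plate between neutral and stimulator controls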;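 also: PAF is a Pseudomonas aeruginosa culture filtrate used as stimulus; plate controls were PAF-stimulated DMSO wells for no effect and unstimulated DMSO wells for full effect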
# TWEAK-Fn14 inh – inhibitors of TWEAK-Fn14 signaling, primary screen, luciferase reporter cells, uHTS. TWEAK-stimulated Fn14 reporter cells, luciferase luminescence, 8 h. inhibition, % at 10 µM. actives 2% (n = 360,000); in the data active = inhibition above about 50%
# SRC3 inh – SRC3 coactivator transcriptional activity inhibitors, primary screen, cell-based, luminescence | Nuclear receptor coactivator 3 (Homo sapiens), Q9Y6Q9 | HEK293 GAL4-SRC3 luciferase reporter | inhibition, % at 3.6 µM | actives 0.17% (n = 360,000) | AID 588352, 2011;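 active = inhibition above a per-campaign cutoff, the mean of all compounds plus 3 SD, cut at about 60% in these data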;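 also: 0% = DMSO-treated cells and 100% = gossypol-treated cells at 36 µM; higher means less SRC3-driven luciferase light from the GAL4 reporter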
# Target sequence (Q9Y6Q9 whole entry, looked up, the tested form may be a part): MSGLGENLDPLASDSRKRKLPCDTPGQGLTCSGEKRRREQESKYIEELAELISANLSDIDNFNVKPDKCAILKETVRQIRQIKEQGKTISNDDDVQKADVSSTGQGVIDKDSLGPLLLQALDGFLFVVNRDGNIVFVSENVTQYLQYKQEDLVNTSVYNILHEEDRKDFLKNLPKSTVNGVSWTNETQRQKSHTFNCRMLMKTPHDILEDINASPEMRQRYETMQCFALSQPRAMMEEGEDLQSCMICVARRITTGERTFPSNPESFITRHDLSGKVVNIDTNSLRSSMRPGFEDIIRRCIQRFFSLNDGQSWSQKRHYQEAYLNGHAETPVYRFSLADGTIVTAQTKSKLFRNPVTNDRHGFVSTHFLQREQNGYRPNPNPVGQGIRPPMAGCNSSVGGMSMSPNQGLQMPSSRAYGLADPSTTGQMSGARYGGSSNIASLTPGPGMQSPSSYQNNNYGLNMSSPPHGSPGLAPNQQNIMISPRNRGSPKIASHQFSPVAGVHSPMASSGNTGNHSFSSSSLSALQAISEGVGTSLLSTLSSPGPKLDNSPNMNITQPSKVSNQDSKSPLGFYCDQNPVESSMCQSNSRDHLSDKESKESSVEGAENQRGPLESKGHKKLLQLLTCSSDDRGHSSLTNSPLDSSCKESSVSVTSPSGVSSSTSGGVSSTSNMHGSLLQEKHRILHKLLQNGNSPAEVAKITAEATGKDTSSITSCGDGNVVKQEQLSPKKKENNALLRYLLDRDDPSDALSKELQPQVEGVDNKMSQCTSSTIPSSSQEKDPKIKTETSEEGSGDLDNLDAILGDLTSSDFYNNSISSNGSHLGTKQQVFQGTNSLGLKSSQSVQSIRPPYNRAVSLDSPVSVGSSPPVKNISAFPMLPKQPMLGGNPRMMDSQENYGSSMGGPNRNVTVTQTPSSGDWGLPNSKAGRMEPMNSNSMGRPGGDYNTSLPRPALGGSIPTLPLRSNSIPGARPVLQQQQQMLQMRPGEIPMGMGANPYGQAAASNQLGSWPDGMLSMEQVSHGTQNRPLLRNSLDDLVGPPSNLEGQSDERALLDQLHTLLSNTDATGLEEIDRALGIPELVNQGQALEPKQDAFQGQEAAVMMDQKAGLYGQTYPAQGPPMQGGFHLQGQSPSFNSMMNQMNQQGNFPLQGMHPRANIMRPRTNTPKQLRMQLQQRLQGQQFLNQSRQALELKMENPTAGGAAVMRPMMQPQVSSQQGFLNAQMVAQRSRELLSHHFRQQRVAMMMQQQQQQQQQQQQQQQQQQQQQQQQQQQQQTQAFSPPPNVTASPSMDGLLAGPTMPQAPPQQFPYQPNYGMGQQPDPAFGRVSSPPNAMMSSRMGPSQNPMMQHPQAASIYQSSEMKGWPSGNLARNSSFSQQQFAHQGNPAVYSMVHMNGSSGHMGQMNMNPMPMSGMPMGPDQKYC
# SRC2 inh – inhibition of GAL4-SRC2 driven luciferase reporter, primary screen, SRC2 inhibitor project, cell-based, luminescence; Nuclear receptor coactivator 2 (Homo sapiens), Q15596; HEK293 GAL4-SRC2 luciferase reporter; inhibition, % at 9 µM; actives 0.17% (n = 370,000);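 active = inhibition above the mean inhibition of all tested compounds plus 3 SD, set per campaign, cut at about 52% in these data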;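 also: 0% = DMSO treated cells and 100% = cells given Gossypol at 36 µM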
# EBV LMP1 NFkB – EBV LMP1-driven NF-kappaB luciferase reporter inhibitors, primary screen, cell-based, luminescence, single point | inhibition, % at 12.5 µM | AID 504558, 2011 | actives 0.69% (n = 350,000) | LMP1-induced NF-kappaB luciferase reporter cells; in the data active = inhibition above about 41%;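 also: 0% = neutral control wells and 100% = reference inhibitor control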
# NCOA1 inh – SRC1 coactivator transcriptional activity inhibitors, primary screen, cell-based, luminescence | Nuclear receptor coactivator 1 (Homo sapiens), Q15788 | HEK293 GAL4-SRC1 luciferase reporter | inhibition, % at 3.6 µM | actives 0.12% (n = 360,000) | AID 588354, 2011;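 active = inhibition above the campaign mean plus 3 SD, with each screening campaign given its own cutoff, cut at about 60% in these data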;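 also: 0% = DMSO treated cells and 100% = gossypol at 36 µM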
# COUP-TFII inh – NR2F2 transcriptional activity inhibitors, primary screen, cell-based, luciferase reporter, HEK293T, luminescence | HEK293T NGFI-A luciferase reporter | inhibition, % at 8.6 µM | actives 0.7% (n = 370,000);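 active = inhibition above a per-plate cutoff, mean inhibition of test wells between control levels plus 3 SD, cut at about 38% in these data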;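 also: cells cotransfected with COUP-TFII expression vector driving the NGFI-A reporter; 0% = median of COUP-TF2 test wells and 100% = reporter-only cells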
# Active calls of the source: *; · = no result given.
SMILES,NR5A2 inv ag,KKLEB cytotox,C8 TRAIL sens,TROY signal inh,CF NFkB block,TWEAK-Fn14 inh,SRC3 inh,SRC2 inh,EBV LMP1 NFkB,NCOA1 inh,COUP-TFII inh
CCOC(=O)c1ccc(N/C(=N/S(=O)(=O)c2ccccc2)c2ccccc2)cc1,-5,24,12,-17,-20,8,10,-5,-1,12,23
COC(=O)c1cc[n+](CC(=O)c2ccccc2)cc1,5,13,-1,-26,-2,-5,-9,-6,-2,6,-2
CC1CC(c2ccccc2)n2nc(NC(=O)CCc3ccccc3)nc2N1 (configuration not stated),7,-2,6,5,4,-16,23,6,-4,4,-8
O=S(=O)(c1ccc2nc(-c3ccccc3)[nH]c2c1)N1CCN(c2cccc(Cl)c2)CC1,3,-22,24,13,18,21,23,17,-8,-12,-8
CCCCNC(=O)[C@@H]1CCCN1S(=O)(=O)c1cccc2cccnc12,8,7,-1,12,-19,-8,3,-24,-1,-2,1
CCN(CC)C(=O)[C@H]1C[C@H](CC(=O)NC(C)(C)C)C(=O)N2CCc3c([nH]c4cc(CCC(=O)N(C)C)ccc34)[C@]12C,-10,-3,-7,-11,1,0,-3,-46,7,0,-45
COc1ccc(CN(C)C(=O)COC(=O)c2c(-c3ccccc3Cl)noc2C)cc1,3,0,-3,0,2,24,7,-8,-11,4,-15
CN1OC(COC(=O)c2ccc(Cl)cc2Cl)CC1c1ccccc1 (configuration not stated),5,-5,7,-32,-10,-7,-20,-2,-2,4,8
Cc1cc(C(C)(C)C)oc1C(=O)N(CC(=O)NC1CCCC1)c1cccc(C(F)(F)F)c1,0,-1,22,11,16,23,35,·,12,25,·
COc1cccc(-c2cc(C(=O)Nc3ccc(OC)c(OC)c3)no2)c1,-7,8,-15,17,-5,-5,5,0,2,4,-1
O=C(COc1ccccc1-c1ccccc1)NNC(=O)NC1CCCCC1,7,5,1,17,1,16,16,-2,0,6,6
CN(C)C(=O)CSc1nnc(CCNC(=O)OC(C)(C)C)o1,-7,1,-9,8,8,1,6,-5,-2,11,-3
C/C(=N/NS(=O)(=O)c1cc(C)ccc1C)c1ccc2c(c1)OCO2,-4,7,-1,1,-9,-1,-14,-26,-5,2,-12
N#CCSc1nc2sccc2c(=O)n1-c1ccccc1,6,-10,4,-1,18,-14,-5,-5,-4,5,-6
CC(Cc1cccnc1)NC(=O)c1cc(COc2ccc(F)cc2Cl)on1 (configuration not stated),-17,5,7,-26,-34,-9,-20,-28,-6,-7,-3
CCOc1ccc(N(C)S(=O)(=O)c2ccc(C)c(C(=O)NCc3ccccc3OC)c2)cc1,21,6,30,2,-6,1,-10,32,2,5,10
CCn1c(SCC(=O)c2cc(OC)ccc2OC)nnc1C(C)C,-20,3,5,-1,-9,-8,4,-23,1,-5,-3
CN1C(=O)Cc2cc(S(=O)(=O)Nc3ccc(Cl)cc3)ccc21,4,4,-11,16,-14,11,-6,-2,-7,2,8
O=C(NCc1ccccn1)c1ccc(Cl)c(NC2=NC3CS(=O)(=O)CC3S2)c1 (configuration not stated),-10,8,-5,-5,15,-2,-7,1,4,-6,5
O=C(Nc1nc2ccccc2c(=O)s1)c1ccco1,10,-12,1,5,11,54*,-4,-6,10,-1,-10
CC(C)(C)n1nnnc1C(c1cccnc1)N(Cc1ccccc1)Cc1cccs1 (configuration not stated),-6,5,9,12,-2,5,1,6,7,2,7
CCCCCCSc1ccc([C@@H]2[C@H]3C(=O)N(CC)C(=O)[C@H]3[C@]3(C(=O)OC)CCCN23)cc1,17,0,15,-15,3,2,-3,19,4,0,-8
O=C(c1[nH]ncc1-c1cccc(Br)c1)C1CO1 (configuration not stated),-2,-7,-8,4,-9,54*,17,20,-38,-18,-26
O=C(O)C1(S(=O)(=O)c2ccc(Cl)cc2)CCC1,-10,3,2,19,5,3,1,-8,-2,-21,13
Cc1cccc2sc(NNC(=O)C3=COCCO3)nc12,-2,9,2,-17,5,-19,13,-2,-7,-8,4
Cc1ccc(-c2nnc(N(C)C(=O)C3CCCO3)s2)cn1 (configuration not stated),-16,10,-5,-33,-10,-2,-21,-3,3,-25,-25
O=C1CCC(=O)N1CCSC(=S)N1CCSCC1,-14,-2,-1,-13,2,0,-2,-41,5,-1,-19
O=C(N/C(=C/c1cn(-c2ccccc2)nc1-c1ccccc1)C(=O)N1CCOCC1)c1ccc(Cl)cc1Cl,-5,-34,20,9,16,-16,6,3,7,-1,-6
c1ccc2c(c1)CCNC2c1ccncc1 (configuration not stated),-7,17,8,-9,-10,-2,12,6,4,-33,-8
O=C1CCC[C@@H]2[C@H](Cc3ccccc3)[C@@H](O)C[C@@H]3CCN1[C@@H]32,-1,4,5,0,-4,3,-18,-11,5,-4,0

# Reprinted from the part before: 2 compounds; new compounds follow.
SMILES,NR5A2 inv ag,KKLEB cytotox,C8 TRAIL sens,TROY signal inh,CF NFkB block,TWEAK-Fn14 inh,SRC3 inh,SRC2 inh,EBV LMP1 NFkB,NCOA1 inh,COUP-TFII inh
c1ccc2c(c1)CCNC2c1ccncc1 (configuration not stated),-7,17,8,-9,-10,-2,12,6,4,-33,-8
O=C1CCC[C@@H]2[C@H](Cc3ccccc3)[C@@H](O)C[C@@H]3CCN1[C@@H]32,-1,4,5,0,-4,3,-18,-11,5,-4,0
O=C(O)c1ccc(CN2C(=O)c3ccccc3S2(=O)=O)cc1,11,13,-8,-10,-17,-3,11,-19,-1,-10,-10
CN(CC(=O)Nc1c(Cl)cccc1Cl)C(=O)CCCN1C(=O)c2ccccc2C1=O,-10,10,11,2,-9,-5,8,-12,2,19,9
O=C(Cc1ccc(Cl)cc1)Nc1ccccc1Sc1ccccc1,14,-2,19,-10,2,25,10,4,-25,1,2
O=C(O)C1CCCCC1C(=O)NCc1ccc(F)cc1 (configuration not stated),3,-2,-6,3,18,-11,16,3,-2,10,1
O=C(NC12CC3CC(CC(C3)C1)C2)c1ccc(-c2cccc(Cl)c2)o1,-10,-11,16,73*,-1,68*,9,-27,-68,-21,28
Cc1cc2nc(SCCN3CCOCC3)[nH]c2cc1C,-105,-8,-15,·,20,5,-70,-61,-6,-83,-27
Cc1cccc(C)c1Nc1nnc(SCC(=O)Nc2cc(S(=O)(=O)N3CCCCC3)ccc2Cl)s1,11,0,1,25,-8,12,-4,-14,5,-1,10
COCC(=O)N(Cc1cc2cc(C)ccc2[nH]c1=O)c1cccc(C)c1C,9,2,6,16,-9,8,2,0,-28,6,6
CC(C)C1C(=O)N(Cc2cn(CC3CCCCC3)nn2)CCS(=O)(=O)N1Cc1ccc(-c2ccc(F)nc2)cc1 (configuration not stated),-8,-12,21,18,23,-1,-5,-5,3,-9,-4
C[C@]12c3[nH]c4ccc(Cl)cc4c3CCN1C(=O)[C@@H](CC(=O)NCc1cccc(C(F)(F)F)c1)C[C@@H]2C(=O)N1CCOCC1,7,1,5,15,-6,21,4,-8,0,-5,6
Cc1nnc(SCC(=O)NC2CCCC2)n1-c1ccccc1,4,-12,4,-12,14,3,2,16,-5,-6,-12
COC(CNC(=O)c1ccc(N2CCCC2=O)cc1)OC,1,-3,8,-7,-2,10,3,-18,-3,-15,-5
COc1ccccc1Nc1nc(N)nc(CCl)n1,0,-8,92*,-9,13,3,16,8,-6,-2,0
N=C1SCC(=O)N1c1ccc(Cl)cc1,16,9,-8,4,-4,-13,-9,-3,-1,-9,10
O=C(OCc1ccccc1)N(CCCCN(CCCNCc1ccccc1)C(=O)OCc1ccccc1)CCCNCc1ccccc1,-22,-90*,96*,34,68*,102*,-7,2,-47,7,2
Cc1cccc(-n2nnc(C(=O)Nc3ccc(F)cc3)c2N)c1,-134,11,0,-48,-18,-10,-71,-41,-21,-89,-43
O=C(/C=C/C(=O)N1CCc2ccccc2C1)N1CCc2ccccc2C1,4,-4,-11,-3,4,18,-25,-19,5,-25,22
CCCCNC(=O)C1(NC(=O)Nc2ccccc2)CCCCC1,6,7,27,14,-10,11,-11,14,-1,-3,3
CCOC(=O)c1nn(-c2cccc(OC)c2)c2nc(CC)c(C#N)c(=O)n12,17,-7,17,2,-3,2,9,7,-6,13,6
COc1ccccc1CNc1nc(-c2cc(C)n(C)c2C)cs1,1,11,1,-19,-6,26,13,·,3,3,·
CCc1c(C)nc(SCC(N)=O)c(C#N)c1C,16,-3,-23,5,11,-11,13,14,6,-21,5
Cc1cccc(-n2c(SCC(N)=O)nnc2-c2ccco2)c1,-2,-1,-1,7,6,2,-6,-12,3,-6,7
O=[N+]([O-])c1ccc(-c2cn3ccccc3n2)cc1,-105,30,28,-57,24,9,-88,-95,·,-117,-70
O=C(CSC(=S)N1CCN(c2ccccc2)CC1)Nc1nc(-c2ccccc2)c(-c2ccccc2)o1,-11,-11,-11,13,-3,-2,-5,-35,5,2,-4
COC(=O)[C@]1(C)N[C@H](CN(C)S(=O)(=O)c2ccc(OC)cc2)[C@@H]2C(=O)N(C)C(=O)[C@@H]21,-6,10,-5,-11,3,3,-11,-11,-2,-8,0
O=C(CSCc1ccccc1)N1CCN(c2ccc(F)cc2)CC1,-40,-8,-12,-42,14,-10,-10,-36,-9,-16,-19
O=[N+]([O-])c1ccc(S(=O)(=O)N2CCN(c3ccnc4cc(Cl)ccc34)CC2)cc1,1,-4,7,6,32,12,2,-11,5,-8,-2
CCN(CC)S(=O)(=O)c1ccc(-c2csc(C)n2)s1,-17,1,4,-15,-9,-5,23,-3,-5,-40,-11
Cc1oc(-c2ccccc2F)nc1CN1CCC(C(=O)NC2CCCc3ccccc32)CC1 (configuration not stated),15,-6,0,-1,22,2,7,6,-8,-1,3
c1ccc(-c2n[nH]nc2-c2ccccc2)cc1,12,22,-4,2,6,9,12,-18,9,4,9
CCOc1ccc(N(CC(=O)NCC2CCCO2)S(=O)(=O)c2ccc(C)cc2)cc1 (configuration not stated),-21,-2,1,1,0,7,-2,-5,0,-18,1
COc1ccc2[nH]c3c(=O)n(Cc4ccc(C(=O)N5CCCCCC5)cc4)c(=S)[nH]c3c2c1,-3,-27,-34,-17,-1,7,-4,-35,-6,4,-4
COc1ccccc1-c1ccc(SCC(=O)NCc2ccc3c(c2)OCO3)nn1,6,-2,-1,5,9,-2,-2,-11,-12,-24,6

# Screening data from PubChem BioAssay.
